Pemphigus Ab inh: inhibitors of pemphigus antibody binding to DSG3, primary screen, biochemical, bead-based, flow cytometry, scFv-GFP | 310,000 tested, 0.48% active | Desmoglein-3 (Homo sapiens), P32926 | DSG3-coupled beads, scFv-anti-DSG3-GFP binding; active compounds read low | binding (percent of control), % at 10 µM;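 active means binding more than 3 SD below its plate's average and above zero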;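 further: hits lower antibody fragment binding to DSG3; some compounds called inactive have numbers as strong as hits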
V-ATPase pH: regulators of yeast V-ATPase proton pumping, primary screen, pHLuorin cytosolic pH fluorescence; S. cerevisiae; response, % at 10 µM; 350,000 tested, 0.37% active; AID 504577, 2011; in the data active means response mostly above about 7.3%, no sharp cut-off; inactive means mostly below about 5.4%; further: actives read high; inactives centre near 0; some compounds called inactive have numbers as strong as hits; reference of the scale not given here
Keap1-Nrf2 PPI: Keap1-Nrf2 protein-protein interaction inhibitors, primary screen, biochemical, fluorescence polarization, single point | Kelch-like ECH-associated protein 1 (Homo sapiens), Q14145 | Keap1 Kelch-Nrf2 peptide fluorescence polarization, 1536-well | inhibition, % at 9.4 µM | 340,000 tested, 0.15% active; in the data active means inhibition above about 12%;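 further: human Keap1 Kelch domain with fluorescein labeled Nrf2 9mer peptide probe; 0% = neutral control wells and 100% = peptide positive control; higher means more block of Keap1 binding to Nrf2 peptide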
MOR-DOR inv ag: inverse agonists of MOR-DOR heterodimerization, primary screen, cell-based, luminescence | cell-based MOR-DOR heterodimer luminescence, inverse agonism | inhibition, % at 9.3 µM | Mu-type opioid receptor (Homo sapiens) + Delta-type opioid receptor (Homo sapiens), … | 340,000 tested, 0.21% active; in the data active means inhibition above about 22%, passing the limit was not always enough;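 further: 0% = cells with DMSO and 100% = wells without cells with DMSO; values of inactives mirror those of a sister screen read the other way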
Target sequence (P35372 whole entry, looked up): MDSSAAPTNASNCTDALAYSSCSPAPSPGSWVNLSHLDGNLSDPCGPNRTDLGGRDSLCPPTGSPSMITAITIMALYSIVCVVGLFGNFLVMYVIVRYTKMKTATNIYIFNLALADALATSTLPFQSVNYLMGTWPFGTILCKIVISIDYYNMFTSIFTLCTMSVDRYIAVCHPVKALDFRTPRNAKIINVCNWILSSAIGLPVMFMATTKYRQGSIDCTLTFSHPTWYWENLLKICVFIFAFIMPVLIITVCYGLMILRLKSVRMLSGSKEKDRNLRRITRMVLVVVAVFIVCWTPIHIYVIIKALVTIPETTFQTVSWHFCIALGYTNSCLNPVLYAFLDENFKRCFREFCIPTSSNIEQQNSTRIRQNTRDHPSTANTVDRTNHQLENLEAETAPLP
Target sequence (P41143 whole entry, looked up): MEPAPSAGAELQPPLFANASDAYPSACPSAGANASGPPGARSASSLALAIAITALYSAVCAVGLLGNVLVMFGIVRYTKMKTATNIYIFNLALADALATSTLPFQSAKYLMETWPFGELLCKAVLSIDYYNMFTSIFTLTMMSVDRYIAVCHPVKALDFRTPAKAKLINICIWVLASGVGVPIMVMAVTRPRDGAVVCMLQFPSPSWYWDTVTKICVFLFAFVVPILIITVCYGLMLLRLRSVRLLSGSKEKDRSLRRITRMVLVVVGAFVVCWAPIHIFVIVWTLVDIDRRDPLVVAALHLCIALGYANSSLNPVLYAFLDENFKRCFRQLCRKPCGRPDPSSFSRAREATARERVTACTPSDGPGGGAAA
OPRM1-OPRD1 ag: agonists of OPRM1-OPRD1 heterodimerization, primary screen, cell-based, luminescence | Mu-type opioid receptor (Homo sapiens) + Delta-type opioid receptor (Homo sapiens), … | cells | activation, % at 9.3 µM | 340,000 tested, 0.3% active | AID 504326, 2011; in the data active means activation above about 18%;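 further: 0% = vehicle-treated cells and 100% = reference agonist; values of inactives mirror those of a sister screen read the other way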
Arr AP2 block: inhibitors of beta-arrestin/AP2 binding, primary screen, biochemical, GPCR trafficking, flow cytometry; beta-arrestin 1 C-terminal peptide binding to AP2 beta2-adaptin appendage (human); FITC-arrestin peptide / GST-AP2 beads; AP2 beta2 appendage carries R879A mutation; inhibition, % at 10 µM; 340,000 tested, 0.31% active; AID 504490, 2011;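 active means inhibition above a set limit, near 3 SD of compounds lacking own fluorescence, cut at about 54% in these data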;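 further: plate controls were DMSO wells for no effect and 5 µM unlabelled arrestin peptide for full effect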
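System: GST-AP2 R879A glutathione beads. Medium: PBS with 0.05% Tween 20 and 0.1% BSA. Also added: FITC-arrestin peptide, 50 nM. Incubation: 12 min plus 1 h, RT. Measured by: high-throughput flow cytometry of beads, ex 488, em 535 nm. Evaluation: percent drop in bead-associated FITC signal.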
Cardiac RTF inh: cardiac RTF calcium sensitivity inhibitors, primary screen, biochemical, IANBD-TnC fluorescence, EC70 calcium; 340,000 tested, 0.12% active; IANBD-labeled cardiac RTF, Ca2+ fluorescence; Troponin I, cardiac muscle (Homo sapiens) + Troponin T, cardiac muscle (Homo sapiens) + …; inhibition, % at 7.15 µM;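 active means inhibition above the mean inhibition of all tested compounds plus 3 SD, cut at about 17% in these data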;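 further: assay run at fixed EC70 calcium of 1.6 mM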
C-LANA FP: inhibitors of KSHV C-LANA binding to DNA, primary screen, biochemical, fluorescence polarization, FAM-LBS DNA, MBP-C-LANA, single point | inhibition, % at 9 µM | 340,000 tested, 0.078% active;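 active means highest replicate inhibition at or above 60% at 9 µM, even if other replicates fall short; inactive means all replicates below 60% inhibition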;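 further: 0% = neutral control wells and 100% = 4 µM acridine orange control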
cardiac RTF act: cardiac RTF calcium sensitivity activators, primary screen, biochemical, IANBD-TnC fluorescence, EC20 calcium. IANBD-labeled TnC RTF fluorescence at EC20 calcium; 0% EC20 calcium, 100% full calcium. activation, % at 7.2 µM. 340,000 tested, 0.24% active. AID 493008, 2010;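 active means activation above the mean over all tested compounds plus 3 SD, cut at about 30% in these data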;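 further: rise in fluorescence read as greater calcium sensitivity of cardiac thin filaments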
Wnt bcat act: Wnt/beta-catenin pathway activators, primary screen, cell-based, plate reader, single point; AID 743398, 2014; activation, % at 9.35 µM; Wnt/beta-catenin reporter cell assay, activator; 300,000 tested, 1.2% active; in the data active means activation above about 30%, passing the limit was not always enough;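 further: 0% = neutral control wells and 100% = positive control wells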
* marks the source's active call; other numbers are inactive results; nt = not tested or not shown.

SMILES | Pemphigus Ab inh | V-ATPase pH | Keap1-Nrf2 PPI | MOR-DOR inv ag | OPRM1-OPRD1 ag | Arr AP2 block | Cardiac RTF inh | C-LANA FP | cardiac RTF act | Wnt bcat act
Cc1ccc(NC(=O)C2CCCN2C(=O)NC2CCCCC2)cc1C (centres undefined) | 97 | 0 | 1 | 15 | -2.9 | -15 | -3 | -1.1 | -3 | -1
CN1CCc2nc(SC(C(=O)O)c3ccccc3)c(C#N)c(-c3cccs3)c2C1 (centres undefined) | 88 | 1 | 1 | 7 | -1.4 | 13 | 1 | 3.4 | 4 | 2
CC(C)(C)C(=O)NCCn1ccc2ccccc21 | 108 | 4 | 0 | 8 | -1.5 | 26 | 0 | 1.7 | -4 | -3
O=C(CCS(=O)(=O)c1ccccc1)Nc1ccc2c(c1)C(=O)NC2=O | 103 | 4 | -2 | 11 | -2.3 | -6 | -4 | 1.8 | 12 | -1
O=C(COc1ccc(Cl)cc1)Nc1ccc2c(c1)C(=O)NC2=O | 104 | -2 | -4 | 7 | -1.3 | -5 | -3 | -1.3 | 0 | 2
O=C(Nc1ccccc1F)C1CCCN(S(=O)(=O)c2cccc3cccnc23)C1 (centres undefined) | 105 | 3 | -4 | 6 | -1.2 | 7 | -10 | 0.3 | -2 | 0
CN(C(=O)COc1ccc([N+](=O)[O-])cc1)C1CCS(=O)(=O)C1 (centres undefined) | 102 | 0 | 0 | nt | nt | 39 | nt | -0.6 | nt | 0
Cc1nc(SCC(=O)N(C)Cc2ccco2)c2c(C)c(C)sc2n1 | nt | -5 | -13 | 1 | -0.2 | 6 | 0 | -0.8 | 5 | 23
O=C(CSC1=Nc2ccccc2C2=NC(CC(=O)NCc3ccco3)C(=O)N12)NCc1ccco1 (centres undefined) | 102 | -1 | -8 | 10 | -2.2 | 12 | -9 | -1.6 | 8 | nt
COc1cc(/C=N/Nc2nc3ccccc3s2)cc([N+](=O)[O-])c1O | 101 | 2 | 0 | 4 | -0.8 | 15 | -4 | 2.0 | -7 | 9
O=C(COC(=O)c1cnccn1)Nc1ccc(Cl)cc1 | 100 | 0 | -3 | 4 | -0.7 | 21 | -5 | -0.7 | 4 | -5
CC(=O)c1cccc(NC(=O)CSc2ccc(-c3cccnc3)nn2)c1 | nt | 0 | 1 | -9 | 1.6 | 7 | -3 | -0.5 | 8 | -3
CC(C)OCCOc1ccc2oc(-c3ccco3)cc(=O)c2c1 | 103 | 10 | -1 | 7 | -1.4 | 20 | -6 | 0.3 | 2 | 3
O=C(Nc1nnc(SCc2ccccc2)s1)c1cccc([N+](=O)[O-])c1 | 106 | 2 | -3 | 15 | -2.7 | 11 | 1 | 0.3 | 1 | 0
O=C(NCc1cccnc1)C(=O)NCC(c1ccco1)N1CCN(c2ccccc2)CC1 (centres undefined) | 117 | 3 | 1 | 7 | -1.4 | -4 | 0 | -0.5 | -4 | -1
CCC(=O)Nc1cc(C)c(NC(=O)c2ccccc2OC)cn1 | 94 | 1 | -4 | 1 | -0.1 | 5 | -8 | -1.0 | 1 | nt
COc1ccc(NC2c3ncccc3C(=O)N2Cc2ccccc2)c(OC)c1 (centres undefined) | 97 | -4 | -5 | 5 | -1.0 | 25 | 3 | 0.8 | 0 | nt
COc1ccc(CCN2CCCn3c2nc2c3c(=O)n(CC(C)C)c(=O)n2C)cc1OC | 88 | 1 | 3 | 8 | -1.8 | -12 | -6 | 1.2 | -1 | -4
Cc1cc(NC(=O)CSc2nnc(-c3cccnc3)n2Cc2ccccc2)no1 | nt | 0 | -4 | -1 | 0.1 | 29 | -3 | -2.7 | 4 | 0
COc1cc(OC)c(OC)cc1/C=N/NC(=O)C[n+]1ccccc1 | 97 | 3 | 0 | 18 | -3.6 | 2 | -13 | -0.5 | 2 | nt
Cc1cccc(N2CC(C(=O)Nc3nnc(SCC(=O)N4CCOCC4)s3)CC2=O)c1 (centres undefined) | 105 | 3 | -2 | 6 | -0.9 | -2 | -13 | 0.3 | 4 | 0
Cc1coc2cc3oc(=O)c(CCC(=O)NC4CC4)c(C)c3cc12 | 101 | 0 | -2 | 13 | -2.6 | 2 | -5 | 1.0 | 1 | -2
Cc1csc(NC(=O)c2oc3ccccc3c2C)n1 | 101 | 7 | -5 | -5 | 0.8 | 1 | 2 | 1.0 | 0 | 25
C=C(C)CN(CC)C(=O)CN1C(=O)NC2(CCc3ccccc32)C1=O (centres undefined) | 83 | 9 | -1 | 13 | -2.4 | 8 | -2 | -0.7 | -7 | 0
Cc1c(C)n(Cc2ccccc2)c2ccc(C(=O)O)cc12 | 102 | 10 | nt | nt | nt | 8 | nt | nt | nt | 1
COc1ccccc1-c1c(C)nn2c(C)c(C(C)=O)cnc12 | 91 | 2 | -5 | 8 | -1.5 | -1 | -1 | -0.2 | 3 | nt
O=C(NCc1ccccn1)C1Nc2ccc(C(F)(F)F)cc2C2C=CCC12 (centres undefined) | 106 | -4 | -2 | -3 | 0.6 | 3 | -11 | -0.7 | -4 | 2
Cc1ccc(N(Cc2cc3cc(C)ccc3[nH]c2=O)S(=O)(=O)c2ccccc2)cc1 | 123 | 2 | -1 | 6 | -1.0 | -19 | -16 | -0.6 | -6 | 7
CCOc1ccc(C(=O)Nc2cccc(C)n2)cc1 | 103 | 1 | 1 | 8 | -1.9 | 1 | 1 | -0.5 | 0 | -3
Cc1ccc(C(=O)CCC(=O)NC2=NCCS2)cc1 | 100 | 2 | -5 | 1 | -0.4 | -20 | -7 | 2.1 | 1 | 1
O=S(=O)(/C=C/c1ccccc1)N1CCN(c2ccc(F)cc2)CC1 | 95 | 2 | -2 | -25 | 5.1 | 5 | -11 | -1.2 | -1 | nt
COc1ccc(C(=O)N[C@H](C(=O)OCC(=O)NC(=O)c2cccn2C)C(C)C)cc1 | 101 | -2 | 4 | 6 | -1.0 | -5 | -1 | 5.6 | -2 | 0
O=C(C=Cc1ccccc1)c1ccc([N+](=O)[O-])cc1 | 114 | 3 | 1 | -11 | 2.3 | -6 | 4 | -0.7 | -4 | -2
CCN(CC)CCN(C(=O)c1ccc(S(=O)(=O)N(CC)c2ccccc2)cc1)c1nc2c(OC)ccc(OC)c2s1 | 99 | -2 | 5 | 17 | -3.3 | -9 | -2 | 1.6 | -1 | -2
N#Cc1c(Nc2ccccc2)c(C=NCCN2CCOCC2)c[nH]c1=O | 101 | -1 | 0 | 10 | -2.5 | 29 | -2 | 4.1 | -1 | -3
CCOC(=O)C1=C(C)NC(=S)NC1c1cc(C)sc1C (centres undefined) | 110 | -2 | -2 | 8 | -1.6 | 0 | -11 | -0.1 | -1 | 1
COc1ccc2sc(N(CCCN(C)C)C(=O)c3ccc(S(=O)(=O)N(C)C4CCCCC4)cc3)nc2c1 | 105 | 1 | 4 | 5 | -0.9 | -2 | -11 | 0.2 | -7 | -2
Cc1ccc(C(=O)NNC(=O)CSc2nnc(-c3ccccc3)n2Cc2ccccc2)cc1 | 101 | -3 | 0 | 10 | -1.9 | 3 | 10 | -0.4 | 2 | nt
O=[N+]([O-])c1ccc(CSc2nnc(SCc3ccccc3)s2)cc1 | 86 | -2 | -5 | 1 | -0.2 | -6 | -11 | -0.8 | -4 | -3
C/C(N)=C(/C#N)C(=O)COC(=O)c1cccc2ccccc12 | 90 | -1 | 1 | -15 | 2.3 | 2 | -6 | 0.9 | 0 | 0
C=CCOC(=O)CCP(=O)(CCC(=O)OCC=C)c1ccccc1 | nt | 1 | -1 | 5 | -1.1 | -4 | 7 | 0.9 | 0 | 1
Nc1nnnn1/N=C/c1cccc(Br)c1 | 116 | -7 | -5 | 10 | -1.8 | 0 | -4 | -1.0 | -2 | -2
Cc1cc(C)cc(N(CCC#N)C(=O)CSc2nc3nc(C)cc(C)n3n2)c1 | 102 | 6 | -3 | 2 | -0.3 | -6 | -4 | -0.3 | -3 | -2
COc1ccc(NC(=O)CS(=O)(=O)Cc2nc(-c3ccc(C)cc3)oc2C)cc1 | 106 | -2 | 2 | 6 | -1.1 | 9 | 5 | -1.2 | 2 | -5
CC1CC(c2ccccc2)n2nc(NC(=O)c3ccco3)nc2N1 (centres undefined) | 97 | 5 | -6 | 8 | -1.5 | -7 | 9 | 1.3 | -1 | -3
Cc1cc(=O)c2c(o1)CC(C)(C)CC2=O | 100 | -2 | -1 | 14 | -2.4 | 1 | -3 | 1.8 | 6 | 0
O=C(CCc1ccccc1)N1CCN(Cc2ccc(F)cc2Cl)CC1 | 120 | 2 | 4 | 4 | -0.9 | 11 | -3 | nt | -7 | 1
O=C(CCS(=O)(=O)c1ccccc1)Nc1ncc([N+](=O)[O-])s1 | 123 | 7 | 4 | 6 | -0.9 | 9 | -2 | 0.5 | -2 | 4
O=C(CSc1nnc(NC(=O)c2ccccc2F)s1)NCc1ccco1 | 96 | 4 | 0 | 2 | -0.4 | 13 | -5 | 0.1 | -4 | 17
Cc1ccc(OCC(=O)NCCNC(=O)c2cccnc2)cc1C | 91 | 0 | -2 | 5 | -0.7 | -12 | -19 | 0.1 | 2 | -4
Cc1ccc2c(CC(=O)Nc3c(C)n(C)n(-c4ccccc4)c3=O)coc2c1 | 114 | -5 | -4 | 10 | -1.9 | 21 | 3 | -1.3 | 5 | nt
NC(=O)c1ncn([C@@H]2O[C@H](CNCc3ccccc3C#Cc3ccccc3)[C@@H](O)[C@H]2O)n1 | 107 | 0 | -6 | 10 | -2.2 | -7 | 2 | -1.3 | 0 | -2
COC(=O)c1c(C#N)c(N)nc2c1CCC2 | 103 | -4 | 6 | 8 | -1.7 | 13 | -6 | 1.1 | -6 | 0
CCOC(=O)N1CCN(C(=O)CSc2nnc(-c3cccc(Cl)c3)o2)CC1 | 108 | 9 | -7 | 5 | -0.9 | 7 | -8 | 3.9 | 1 | 24
C/C(=N\NC(=O)CNc1cccc(C(F)(F)F)c1)c1ccc(Br)cc1 | 106 | 1 | -5 | -18 | 3.2 | -6 | 3 | -0.1 | 7 | nt

Assay outcomes (PubChem)
